ER stress death: ER stress cell death inhibition; CSM14.1 thapsigargin ER stress survival, ATP luminescence; hit rate 0.33% among 48,000; relative survival (cellular ATP), % at 15 µg/mL (by protocol); AID 1010;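 active = survival measured by cellular ATP above 50% at 15 µg/ml in the first screen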;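 note: cell death triggered by about 15 µM thapsigargin; ATP read 24 h after thapsigargin was added; plate controls were thapsigargin with DMSO for no effect and DMSO without thapsigargin for full effect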
An asterisk follows results filed as active; & = joins results of further samples.

smiles	ER stress death
CCCCOC(=O)Nc1ccc(S(=O)(=O)Nc2ccc(F)cc2)cc1	9
O=C1NC(=S)N(c2ccc(Br)cc2)C(=O)/C1=C/c1cccs1	5
O=C1c2cccc3cccc(c23)C(=O)N1CCN1CCN(S(=O)(=O)c2ccc(I)cc2)CC1	11
COc1ccc(/C=N/Nc2nc(-c3ccc(C)cc3)nc3ccccc23)c(OC)c1	-6
Cc1cccc(NC(=O)C(=O)NCCC(C)C)c1C	3
COc1ccc(CCN2C(=O)CC(NCCc3ccc(S(N)(=O)=O)cc3)C2=O)cc1OC (stereo not drawn)	12
COC(=O)C1=C(C(=O)OC)C2(OC1c1cccc(F)c1)C(=O)c1ccccc1C2=O (stereo not drawn)	0
CCOC(=O)c1ccc(NC(=O)CN(c2ccc(OC)cc2)S(C)(=O)=O)cc1	1
OCCNCCCOc1cc(Cl)ccc1Cl	-12
O=C(Nc1ccc2c(c1)oc1ccccc12)c1cccc(C(F)(F)F)c1	16
COc1ccc(C2Nc3cccc4cccc(c34)N2)cc1Br	4
CCC(C)NCC(=O)NCCNc1ccc([N+](=O)[O-])cc1Cl (stereo not drawn)	-4
CCOC(=O)c1ccc(NC(=O)CN(c2ccccc2OC)S(=O)(=O)c2ccccc2)cc1	3
CCOc1cccc(N2C(=O)CC(SC(=NCc3ccc(OC)cc3)Nc3ccccc3)C2=O)c1 (stereo not drawn)	6
COC(=O)C1=CNC=C(C(=O)OC)C1c1cccc(C)c1	7
Cc1cccc(OCC(=O)NCc2ccccn2)c1	3
CCOC(=O)c1nc(NC(=O)/C=C/c2ccco2)sc1C	-3
COc1ccc(/C=C/C(=O)N2CCC(C)CC2)cc1Br	-1
O=C(Nc1ccc2nn(-c3ccccc3)nc2c1)c1ccc(Cl)c([N+](=O)[O-])c1	2
O=C(NCCCNc1ccc([N+](=O)[O-])cc1C(F)(F)F)c1cc(F)c(F)cc1Cl	0
CC1=NNC(=O)C1CCC(=O)N/N=C/c1c(O)ccc2ccccc12 (stereo not drawn)	-1
O=C(/C=C/c1ccccc1Cl)Nc1ccc(Cl)cn1	-1
CN(C)/C=C1\Nc2ccc(Br)c(Cl)c2C1=O	-7
COc1ccc(/C=N\N2CCN(c3ccccc3)CC2)cc1	10
O=C1C2C3C=CC(C3)C2C(=O)N1c1cccc(-c2nc3ccccc3c(=O)o2)c1 (stereo not drawn)	0
COc1ccc(/C=C2\SC(=O)N(CCC(=O)Nc3ccccc3C)C2=O)cc1OC	-3
C=CCOc1c(I)cc(C=C2C(=O)NC(=S)NC2=O)cc1OCC	1
O=C(NCCNc1ccc([N+](=O)[O-])cc1Cl)c1cccc(Br)c1	12
CCc1cccc(C)c1NC(=O)C(C(C)C)N1C(=O)c2ccccc2C1=O (stereo not drawn)	9
O=C(COc1ccc2ccccc2c1)Nc1ccccc1CO	0

Later entries:
smiles	ER stress death
Cc1ccc(S(=O)(=O)/N=C2/NC(=O)/C(=C/c3ccco3)S2)cc1	4
Cc1ccc(N2NC(=O)/C(=C/c3cccs3)C2=O)cc1Cl	-2
CCCCOC(=O)c1ccc(NC(=O)Nc2ccccc2)cc1	5
COc1ccc(NC(=O)/C(C#N)=C/c2cn(Cc3ccccc3C#N)c3ccccc23)cc1	7
CCN(CC)CCn1c(=N)n(CC(=O)c2ccc(C)cc2)c2ccccc21	-14
O=C1C=CC(=O)C(c2cccc(Cl)c2)=C1	-9
Cc1ccc(S(=O)(=O)NC(=O)Nc2ccccc2F)cc1	3
O=C(c1ccc(C#CC2(O)CCCCC2)cc1)N1CCN(c2cccc(Cl)c2)CC1	6
Cc1ccc(/C=N\N2CCN(c3ccc(Cl)cc3)CC2)cc1	9
COC(=O)C1=NN(C(=O)c2ccc(Br)cc2)C(O)(C(C)(C)C)C1 (stereo not drawn)	12
COc1ccc2c(C)cc(=S)[nH]c2c1	8&-4
COc1ccc(/C(C)=N/NC(=O)CN(c2ccc(C)cc2)S(=O)(=O)c2ccccc2)cc1OC	9
Cc1nc(N(CCC(N)=O)CCC(N)=O)sc1C	2
O=C(O)CCCCCN1C(=O)C(O)=C(C(=O)/C=C/c2ccccc2)C1c1ccc([N+](=O)[O-])cc1 (stereo not drawn)	-6
C(=Nc1ccc2c(c1)ncn2-c1ccccc1)c1c[nH]c2ccccc12	40
N/C(=N\OC(=O)c1ccc(I)cc1)c1ccc([N+](=O)[O-])cc1	14
O=c1[nH]c(-c2cccc(O)c2)nc2sc3c(c12)CCCC3	-5
CCCCCOC(=O)Nc1ccc(S(=O)(=O)Nc2ccc([N+](=O)[O-])cc2)cc1	-7
CCc1ccc2oc(-c3cccc(NC(=O)c4ccco4)c3)nc2c1	0
COc1cc(C(=O)Nc2cccc(S(N)(=O)=O)c2)cc(OC)c1OC	-2
COc1ccc(Cl)cc1NC(=O)CN(c1cccc([N+](=O)[O-])c1)S(=O)(=O)c1ccccc1	10
CC(=O)CCc1oc2ccc(C)cc2c1-c1ccc(Br)cc1	1
COc1ccccc1N1CCN(/N=C/c2ccc(Cl)c([N+](=O)[O-])c2)CC1	-3
COc1ccc(/C=C2/C=C(c3ccc(C)cc3)OC2=O)cc1OC	9
CC(=C\C(=O)O)/C(=C\CC(C)CCCC(C)C)C(=O)O (stereo not drawn)	-2
Oc1ccc2ccccc2c1CN(Cc1ccccc1)Cc1ccccc1	3
O=C1CSC(=S)N1/N=C/c1ccc(Cl)cc1Cl	1
CCOc1ccc(C(=O)COC(=O)c2ccccc2I)cc1	-3
O=S(=O)(c1ccc(F)cc1)n1cccc1	5
S=C(NCC12CCC3CC(CC(C3)C1)C2)Nc1ccccc1	8

Following part.
smiles	ER stress death
O=C(COc1ccc(Cl)cc1)Nc1nc(-c2ccc(Cl)cc2)cs1	3
O=C(COc1ccc(Cl)cc1)N1CCN(C(=O)c2ccc(F)cc2)CC1	-1
O=C(Nc1ccc(Cl)cc1)c1ccc(OC2CSC2)cc1	8
O=C(Nc1ccc(S(=O)(=O)NC(=O)C2CCCCC2)cc1)c1ccccc1Cl	7
Cc1ccc(C(C)(C)C)c(OCC(=O)Nc2ccccc2F)c1	-2
O=C1OC(c2ccc(Cl)cc2)=C/C1=C\c1ccc2c(c1)OCO2	11
Oc1ccccc1-c1cc(-c2ccccc2)nc(N2CCCC2)n1	4
CC(C)CNC(=O)CN(c1ccc(F)cc1)S(=O)(=O)c1ccccc1	9
C=CCC1(NCc2ccco2)CCN(CC)CC1	-2
COc1ccc(-c2nc(-c3ccc(F)cc3)no2)cc1OC	2
Cc1onc(-c2c(Cl)cccc2Cl)c1C(=O)Nc1ccc(N(C)C)cc1	8
CC1(C)CC(NCc2cc(Br)cc(Br)c2O)CC(C)(C)N1	-8
O=[N+]([O-])c1cc(Br)c(O)c(/C=N/Nc2nc3ccccc3[nH]2)c1	9
Cc1ccc(N(Cc2ccc(C(=O)N/N=C/c3ccc(OC4CSC4)cc3)cc2)S(C)(=O)=O)cc1C	43
O=c1/c(=C/c2ccc(-c3ccccc3[N+](=O)[O-])o2)sc2nc3cc(Br)cnc3n12	4
CC(C)=C(NC(=O)c1ccccc1)C(=O)Nc1cccc(C)c1	10
Cc1cccn2c(NC(=O)c3ccc(Br)cc3)c(-c3ccccc3)nc12	1
CS(=O)(=O)NNC(=O)[C@H]1C[C@H]1c1ccccc1	2
CCCC(=O)Nc1ccc(NC(=O)C(C)(c2ccccc2)c2ccccc2)cc1	3
O=C(O)CCCC(=O)Nc1ccccc1	14
c1ccc(CN2CCN(Cc3ccncc3)CC2)nc1	0
Cc1ccc(/C=N/NC(=O)c2ccc(Cl)cc2O)o1	-6
CCC(C)NC(=O)CN(c1ccc(F)cc1)S(=O)(=O)c1ccccc1 (stereo not drawn)	4
Cc1cc(NC(=O)c2ccc(C)c([N+](=O)[O-])c2)no1	-3
COC(=O)C1=C(C)NC2=C(C(=O)CC(c3ccccc3)C2)C1c1cccc(I)c1 (stereo not drawn)	23
Cc1ccc(C(=O)NCCNc2ccc(C(F)(F)F)cc2[N+](=O)[O-])cc1	1
CCCS(=O)(=O)c1c(S(=O)(=O)CCC)c2cc(-c3ccncc3)ccn2c1C(=O)c1ccc(F)cc1	8
CN=C(Nc1cc(Cl)ccc1Cl)SC1CC(=O)N(c2ccc(OC)cc2)C1=O (stereo not drawn)	0
CN(C)c1ccc(/C=C2\C(=O)NC(=S)N(c3ccc(Cl)c(Cl)c3)C2=O)cc1	-10
O=S(=O)(N=Nc1c(O)[nH]c2ccc(Br)cc12)c1ccc(Cl)cc1	1

(list continues)
Compound	ER stress death
CCC(C(=O)Nc1cc(Cl)ccc1Cl)c1ccccc1 (stereo not drawn)	2
O=C(Cc1ccccc1)Nc1c(F)c(F)c(F)c(F)c1F	-3
CCOC(=O)c1cc(C2CC2)nc2ccccc12	18
O=C1c2ccccc2C(=O)c2c([N+](=O)[O-])ccc(N3CCOCC3)c21	10
O=C(CC1Sc2ccc(C(F)(F)F)cc2NC1=O)Nc1cccc(Cl)c1 (stereo not drawn)	0
COc1cccc(-n2c(O)c(C=Nc3ccc4c(c3)OCO4)c(=O)[nH]c2=O)c1	5
CCOc1cc(C2Nc3ccccc3C(=O)N2Cc2ccco2)ccc1O (stereo not drawn)	-3
CN1C(=O)NC(=O)/C(=C\c2ccc(Cl)cc2)C1=O	8
Cc1c(C(=O)N2CCC(Cc3ccccc3)CC2)cccc1[N+](=O)[O-]	2
O=C(O)c1ccc(Cl)c(-c2ccc(C=C3C(=O)c4ccccc4C3=O)o2)c1	1
O=C(/C=C/c1cccc([N+](=O)[O-])c1)Nc1ccc(F)c(Cl)c1	9
O=[N+]([O-])c1ccc(-c2nc(-c3ccccc3)c(-c3cccs3)[nH]2)cc1	-2

Compounds listed so far that contain an NH in an aromatic ring (7):
Compound	ER stress death
COc1ccc2c(C)cc(=S)[nH]c2c1	8&-4
C(=Nc1ccc2c(c1)ncn2-c1ccccc1)c1c[nH]c2ccccc12	40
O=c1[nH]c(-c2cccc(O)c2)nc2sc3c(c12)CCCC3	-5
O=[N+]([O-])c1cc(Br)c(O)c(/C=N/Nc2nc3ccccc3[nH]2)c1	9
O=S(=O)(N=Nc1c(O)[nH]c2ccc(Br)cc12)c1ccc(Cl)cc1	1
COc1cccc(-n2c(O)c(C=Nc3ccc4c(c3)OCO4)c(=O)[nH]c2=O)c1	5
O=[N+]([O-])c1ccc(-c2nc(-c3ccccc3)c(-c3cccs3)[nH]2)cc1	-2

Next part
Compound	ER stress death
O=C1NN(c2ccccc2)C(=O)/C1=C/c1cccc(OCc2ccc(F)cc2)c1	18
COCCOC(=O)c1ccc(NC(=O)c2ccccc2CCc2ccccc2)cc1	8
CCOC(=O)c1c(-n2c(C)cc(/C=C3\NC(=S)NC3=O)c2C)sc2c1CCCC2	4
Cc1ccc(C(=O)Nc2cccc(NC(=O)c3cccc(Cl)c3)c2)cc1	5
O=C(NC(c1ccccc1)c1ccccc1)c1ccccn1	4
COc1ccccc1Nc1ncnc2ccc(Br)cc12	6
O=C(COc1ccc(Cl)cc1Br)Nc1ccc(Nc2ccccc2)cc1	6
CC(=O)Oc1ccc(C(=O)Nc2ccc(C)cc2C(=O)O)cc1	0
N#Cc1c(/N=C/c2ccccc2Cl)sc2c1CCCC2	3
CC(=O)C1=C(O)C(=O)N(CCN(C)C)C1c1ccc(C(C)C)cc1 (stereo not drawn)	-1
CCOc1ccc(Nc2nc(-c3cccs3)cs2)cc1	0
Nc1c(C(=O)c2cccc([N+](=O)[O-])c2)sc2nccc(Nc3ccccc3)c12	2

Other results follow:
Compound	ER stress death
NNc1nc(-c2ccccc2)cs1	7
Nc1ccc(NC(=O)c2ccccc2)cc1	-1
C=CCn1c(-c2ccccc2)c(NC(=O)c2ccco2)sc1=Nc1ccccc1Cl	7
COc1ccc(OC)c(NCC(O)Cn2c3ccccc3c3ccccc32)c1 (stereo not drawn)	6
COc1ccc2ccccc2c1/C=N/NC(=O)c1cccc(Br)c1	4
O=C(Nc1ccc(S(=O)(=O)Nc2nccs2)cc1)c1ccc(Cl)c(Cl)c1	10
Cc1ccc(C(=O)CCNc2ccccc2)o1	23
CC(=O)C1=C(O)C(=O)N(CC2CCCO2)C1c1ccc(Br)cc1 (stereo not drawn)	7
Cc1ccc(-c2nc3cccnc3o2)cc1NC(=O)COc1ccc2ccccc2c1	-3
COc1ccc(COC(=O)C2=C(C)NC(=O)CC2c2c(F)cccc2Cl)cc1 (stereo not drawn)	2
Cc1ccc(S(=O)(=O)c2cc(O)ccc2O)cc1	-1
CN(Cc1ccccc1)C(=O)c1ccc(CN2CCc3ccccc3C2)cc1	4

The last five entries of the part above are carried over, then new ones follow.
Compound	ER stress death
CC(=O)C1=C(O)C(=O)N(CC2CCCO2)C1c1ccc(Br)cc1 (stereo not drawn)	7
Cc1ccc(-c2nc3cccnc3o2)cc1NC(=O)COc1ccc2ccccc2c1	-3
COc1ccc(COC(=O)C2=C(C)NC(=O)CC2c2c(F)cccc2Cl)cc1 (stereo not drawn)	2
Cc1ccc(S(=O)(=O)c2cc(O)ccc2O)cc1	-1
CN(Cc1ccccc1)C(=O)c1ccc(CN2CCc3ccccc3C2)cc1	4
Cc1ccc(OCC(=O)NNC(=O)CC#N)c(C)c1	7
O=C(CC1Nc2ccccc2NC1=O)Nc1cccc(C(=O)O)c1 (stereo not drawn)	9
Cc1ccccc1OCC(=O)Nc1nc(-c2ccc(Br)cc2)cs1	2
O=C1C=CC(=O)C(/C(=C/NCc2ccccc2)[N+](=O)[O-])=C1	-4
COc1cccc(N(CC(=O)Nc2ccc(I)cc2)S(=O)(=O)c2ccccc2)c1	6
COc1cccc(OCCOc2ccccc2/C=C2/SC(=S)N(Cc3ccccc3)C2=O)c1	7
C=CCc1cccc2cc(C(=O)Nc3cccc4c3C(=O)c3ccccc3C4=O)c(=O)oc12	4
COc1cc(OC)c(OC)cc1CN1CCN(Cc2ccncc2)CC1	5

This is a subset; count on the stated rates, not on these rows.
